# Nrf2 activator: qHTS of Nrf2 Activators. Potency, µM (series often up to 46.1 µM), without a hit: top-dose activation, actives largely listed as activators. hit rate 0.31% among 410,000. AREc32 ARE-luciferase reporter (MCF7-derived line), luminescence, 24 h; further: potency means the concentration at half of the fitted maximal effect; % of control where 0% means no effect; nearly all actives have a fitted effect of over 65% in size
#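 Luminescent ARE reporter assay in AREc32_Fluc cells: overnight plating at 37 deg C, 24 hr compound incubation, Steady-Glo added, 30 min RT before reading.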
# A549 viability: Nrf2 qHTS screen for inhibitors: counterscreen for cytotoxicity; A549 ARE-Fluc cells, CellTiter-Fluor viability, 18-24 h; hit rate 0.16% among 390,000; AID 504648, 2011; Potency, µM (highest dose often 46 µM), inactives show at the highest dose activity change, negative = cytotoxicity, usual class: inhibitors; further: potency means the concentration at half of the fitted maximal effect; on the % scale 0 is the no-effect control and ±100 the full control effect
#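 Cytotoxicity counterscreen: CellTiter-Fluor fluorescence was measured in A549 ARE_Fluc cells after 18-24 h of compound exposure in a concentration series. The subsequent BugLite luminescent read reports ARE-luciferase activity.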
# EPAC2 ag: qHTS for Agonist of cAMP-regulated guanine nucleotide exchange factor 4 (EPAC2): primary screen | Rap guanine nucleotide exchange factor 4 (Homo sapiens), Q8WZA2 | EPAC2 activation, biochemical qHTS; response scale: 100% = 6.5 mM cAMP response | Potency, µM (doses to about 154 µM), for the others: top-dose activation, hits mostly activators | hit rate 0.079% among 360,000 | AID 720711, 2013; further: potency means the concentration at half of the fitted maximal effect; nearly all actives have a fitted effect of over 50% in size
# Target sequence (Q8WZA2 whole entry, looked up): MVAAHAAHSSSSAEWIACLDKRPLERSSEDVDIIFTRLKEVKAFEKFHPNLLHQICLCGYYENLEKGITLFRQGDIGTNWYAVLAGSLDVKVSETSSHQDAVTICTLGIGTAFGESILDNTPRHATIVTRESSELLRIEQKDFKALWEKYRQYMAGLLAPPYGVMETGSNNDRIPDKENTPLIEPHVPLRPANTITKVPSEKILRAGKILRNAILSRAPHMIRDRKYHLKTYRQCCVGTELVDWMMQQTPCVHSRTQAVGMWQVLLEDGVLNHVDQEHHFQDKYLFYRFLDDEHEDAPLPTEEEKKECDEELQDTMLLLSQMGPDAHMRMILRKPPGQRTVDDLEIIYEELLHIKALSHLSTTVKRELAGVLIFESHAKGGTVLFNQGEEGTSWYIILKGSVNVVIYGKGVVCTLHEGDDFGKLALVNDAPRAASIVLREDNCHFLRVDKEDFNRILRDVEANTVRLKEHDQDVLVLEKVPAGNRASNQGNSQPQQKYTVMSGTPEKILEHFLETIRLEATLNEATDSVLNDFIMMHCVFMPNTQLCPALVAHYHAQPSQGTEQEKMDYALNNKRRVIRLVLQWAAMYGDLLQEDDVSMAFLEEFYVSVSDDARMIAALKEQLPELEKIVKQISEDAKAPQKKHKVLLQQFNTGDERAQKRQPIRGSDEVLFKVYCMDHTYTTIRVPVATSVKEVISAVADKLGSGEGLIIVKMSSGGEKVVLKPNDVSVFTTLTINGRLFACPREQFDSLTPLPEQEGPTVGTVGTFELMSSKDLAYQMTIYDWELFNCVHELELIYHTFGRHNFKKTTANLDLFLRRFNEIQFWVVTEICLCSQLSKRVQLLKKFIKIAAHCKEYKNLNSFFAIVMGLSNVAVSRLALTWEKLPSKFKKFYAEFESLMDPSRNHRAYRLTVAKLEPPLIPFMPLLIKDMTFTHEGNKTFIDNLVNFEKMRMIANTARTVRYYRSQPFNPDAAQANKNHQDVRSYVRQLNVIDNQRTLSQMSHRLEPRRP
#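 Compounds were titrated in qHTS against a Rap1B-BODIPY-GDP (250 nM) complex with EPAC2 (100 nM) and GDP (50 uM). BODIPY-GDP release tracked at 480/540 nm over 30 min at room temperature, normalized to 6.5 mM cAMP.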
# Akt phos inh: HTS Assay for Inhibitors of Akt Phophorylation: Primary Screen; activity change, % for hits at 50 µM; hit rate 0.32% among 360,000; Neuro2A IGF-stimulated pAkt S473 HTRF, 20 min; active compounds read low; in the data active means activity change below about -80%; inconclusive means mostly about -51% to -80%; further: on the % scale 0 is the no-effect control and ±100 the full control effect
#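 Neuro2A cells (4,500/well, DMEM with 0.5% FBS) were treated with compound at a single 50 µM final concentration, stimulated with 6 nM IGF for 20 min at 37 °C, and lysed. Phospho-Akt Ser473 was read by HTRF as 665/615 ratio ×10^4.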
# Mm-Cpn inhibitor: Inhibitors of TCP-1 ring complex (TRiC) of Methanococcus maripaludis (MmCpn): qHTS. hit rate 0.031% among 330,000. Chaperonin Mm-Cpn (Methanococcus maripaludis). purified Mm-Cpn ATPase, ADP Transcreener TR-FRET. AID 504842, 2011. Potency, µM (series often up to 76.9 µM), without a hit: top-dose activity, negative = inhibition, most hits filed as inhibitors; further: potency means the concentration at half of the fitted maximal effect; on the % scale 0 is the no-effect control and ±100 the full control effect; nearly all actives have a fitted effect of over 80% in size
#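 TR-FRET (320 nm excitation; 590 and 665 nm emission) reports ADP made from 10 uM ATP by 25 nM enzyme; compounds were preincubated 10 min, reaction run 30 min, both at 37°C.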
# Nrf2 inh: Nrf2 qHTS screen for inhibitors. A549 ARE-Fluc reporter, luciferase luminescence, 18-24 h. Potency, µM (series often up to 46 µM), inactives show at the highest dose activity change, negative = inhibition, hits mostly inhibitors. hit rate 2.1% among 360,000; further: potency means the concentration at half of the fitted maximal effect; on the % scale 0 is the no-effect control and ±100 the full control effect; nearly all actives have a fitted effect of over 60% in size
#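 Nrf2 function is reported as luminescence of an ARE-controlled luciferase in A549 cells. Compounds were tested at several concentrations, and a CellTiter-Fluor read on the same wells flagged cytotoxicity.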
# TGFb SMAD3 inh: qHTS for Inhibitors of TGF-b. HepG2 CAGA-GFP TGF-b/SMAD3 reporter, GFP fluorescence, 18 h; TGF-beta stimulated, 500 pg/mL final. Potency, µM (highest dose often 46.1 µM), without a hit: top-dose activity, negative = inhibition, usual class: inhibitors. AID 588855, 2011. hit rate 1.2% among 410,000; further: potency means the concentration at half of the fitted maximal effect; on the % scale 0 is the no-effect control and ±100 the full control effect; nearly all actives have a fitted effect of over 65% in size
#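 HEPG2 CAGA-GFP, 1000 cells/well; 2 h settle, 37 C; cpd via pin tool; TGF-b 500 pg/mL final; 18 h, 37 C; GFP imaging ex488/em500-530; %Activity normalised to -TGF-b and +DMSO controls; CRC fit, curve class.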
# EPAC2 antag: qHTS for Antagonist of cAMP-regulated guanine nucleotide exchange factor 2 (EPAC2): primary screen. hit rate 0.18% among 360,000. EPAC2 GEF exchange of Rap1B-BODIPY-GDP, fluorescence. Potency, µM (highest dose often 114 µM), for inactives: at the top dose activity, negative = inhibition, usual class: inhibitors; further: potency means the concentration at half of the fitted maximal effect; on the % scale 0 is the no-effect control and ±100 the full control effect; nearly all actives have a fitted effect of over 45% in size; many of its hits are not listed in these tables
# CCT chaperon mod: High-Throughput Screening for Modulators of Cytosolic Chaperonin Activity; purified chaperonin ATPase assay, HTRF ADP detection, 30 min; activity change, % (no concentration beside the values), hits read low; hit rate 0.3% among 360,000; in the data active means activity change below about -30%; further: on the % scale 0 is the no-effect control and ±100 the full control effect
#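 Enzyme 40 or 20 nM (batch-dependent) in Tris pH 7.4/KCl/MgCl2/DTT; cpd 76 uM single point; ATP 10 uM; 30 min 37 °C; Transcreener ADP HTRF detection, 30 min RT; ratio 665/615.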
# Starred values were filed as active, the others as inactive; i = inactive; ? = inconclusive; / = not tested or not shown; & = joins results of further samples; [ ] = another dose, or the depositor's remark. Unless noted, the call rests on the fitted dose curve; in most records, active means well fitted curve in the direction sought with a large enough effect; inconclusive means small, poorly fitted or top-dose-only effect, or another doubt; inactive means no such curve, though single readings can be large; an effect the other way counts as inactive or inconclusive. Only part of the results is shown; rates above refer to the full screens.
SMILES,Nrf2 activator,A549 viability,EPAC2 ag,Akt phos inh,Mm-Cpn inhibitor,Nrf2 inh,TGFb SMAD3 inh,EPAC2 antag,CCT chaperon mod
O=C(CCCc1cccs1)NCCc1c[nH]c2ccccc12,4.2%,1%,6%,i,3%,0%,11%,-8%,0.7
COc1ccc(-n2nc(C(=O)NCC(=O)Nc3ccccn3)c3ccccc3c2=O)cc1Cl,-0.7%,?,1%,i,1%,?,-11%,0%,-0.8
O=C(NCC1CCCO1)c1ccccc1NS(=O)(=O)c1cccs1 (stereo not given),-0.3%,1%,-7%,i,-3%,0%,3%,-11%,-1.1
CCOC(=O)Cc1cc(=O)[nH]c(/N=C(/NC(=O)c2ccccc2)Nc2ccccc2C(F)(F)F)n1,0.2%,3%,5%,i,0%,?,-31%,-3%,-1.3
CC(=O)N1N=C(c2cccc(O)c2)CC1c1cccs1 (stereo not given),-0.5%,-2%,5%,i,-2%,-3%,6%,1%,1.5
CCn1cc(C(=O)NCCCN2CC(C)CC(C)C2)c(=O)c2cc(S(=O)(=O)N(C)C)ccc21 (stereo not given),-0.5%,5%,9%,i,1%,-4%,14%,2%,-0.9
COc1ccc(NC(=O)C2CCN(S(=O)(=O)c3cccs3)CC2)cc1OC,1.2%,0%,6%,i,0%,?,2%,-7%,1.6
COc1ccccc1-n1c(SCC(N)=O)nnc1-c1ccc(S(=O)(=O)N2CCCCC2)cc1,0.4%,1%[1.84 µM],-4%,i,0%,2%,-14%,10%,-25
C[C@@H]1C[C@H]2[C@@H]3CCC4=CC(=O)C=C[C@]4(C)[C@@]3(F)[C@@H](O)C[C@]2(C)[C@@]1(O)C(=O)CO,-0.9%&-0.4%,-9%&0%,-2%&7%,i,-2%&-2%,0.0046µM*,7%&35%,3%&-18%,-1.4&0.6
COc1cccc(NC(=O)c2ccc3nc(C)c(N(C)Cc4ccc(NC(C)=O)cc4)n3c2)c1,5.1%,/,15%,i,/,/,7%,-3%,-1.9
CN(C)CCCN1C(=O)C(=O)/C(=C(/O)c2ccncc2)C1c1cccnc1 (stereo not given),0.0%,-7%,6%,i,0%,-5%,21%,6%,-2.2
COc1ccc(CN2CCc3ccc(NC(=O)CCc4ccccc4OC)cc3C2)c(O)c1,7.0%,?,-6%,i,2%,?,-24%,-16%,1.3
Cc1oc(C)c2c(=O)ccc3c(c12)OC(N)=C(C#N)C3c1ccccc1Cl (stereo not given),8.0%,-11%,-8%,i,-5%,-24%,207%[activator],2%,2.0
CNS(=O)(=O)c1cccc(C(=O)OCC(=O)N(Cc2ccccc2)C(C)(C)C)c1,0.4%,-5%,10%,i,3%,-9%,15%,-16%,-0.3
C=CCn1c2ccccc2c2nnc(SCN3C(=O)c4ccccc4C3=O)nc21,7.5%,4%,20%,i,1%,/,-29%,9%,-2.5
Cc1cc2nc(C)c3c(n2n1)CCC3,0.2%,-1%,2%,i,2%,-18%,7%,6%,-2.6
COCCOC(=O)C1=C(C)N=C2SCCC(=O)N2C1/C=C/c1ccccc1 (stereo not given),?,-5%,5%,i,?,-4%,0%,0%,-2.4
O=C(CSc1nnc(CNC(=O)c2cccc(C(F)(F)F)c2)o1)NC1CCCC1,-0.6%,-1%,3%,i,0%,-7%,-20%,3%,1.6
Clc1ccccc1CNCCCSc1nnnn1-c1ccccc1,0.5%,13%,/,/,/,1%,1%,/,/
Nc1[nH]c(C(=O)c2ccccc2)c(-c2ccncc2)c1C(=O)NCCc1c[nH]c2ccccc12,-0.5%,/,3%,i,/,/,/,-16%,-4.9
CCOC(=O)/C=C/c1ccccc1S(=O)(=O)NC(C)(C)C,5.0%,-10%,8%,i,/,-9%,9%&18%,4%,1.2
COC(=O)N/N=C/c1cn(CCOc2ccccc2)c2ccccc12,3.5%,8%,16%,i,2%,8%,?,-13%,-1.4
COc1ccc(CCNC(=O)CCS(=O)(=O)c2ccc3c(c2)NC(=O)CS3)cc1OC,0.3%,4%,-8%,i,0%,15%,11%,9%,-0.3
CCOC(=O)c1n[nH]c(=O)c2ccccc12,0.4%,1%,10%,i,1%,-20%,-5%,7%,-2.3
O=C(N/C(=C/c1ccc([N+](=O)[O-])cc1)C(=O)N1CCOCC1)c1ccco1,0.4%,-1%,-3%,i,2%,?,-2%,-2%,0.9
Cc1cc(C)cc(C(O)c2ncc(-c3ccccc3F)[nH]2)c1 (stereo not given),1.8%,/,-1%,i,/,/,4%,?,0.9
CN(C)S(=O)(=O)c1ccc(NC(=S)NC(=O)Cc2ccccc2)cc1,-0.5%,-14%,16%,i,0%,-2%,-6%,6%,1.1
CC(C)C(C)(C#N)NC(=O)CSc1nc2scc(-c3ccccc3)c2c(=O)[nH]1 (stereo not given),0.0%,-5%,-5%,i,-2%,?,-19%,14%,-5.0
CC(C)(C)CN1C(N)=NC[C@@H]1Cc1ccc(O)cc1,0.1%,3%,2%,i,-2%,11%,4%,9%,0.2
Cc1nn(CC(=O)N(C)C)c(C)c1S(=O)(=O)N1CCOCC1,0.2%,-3%,13%,i,-1%,-7%,-1%,-2%,-1.4

# Profiles, looked up by structure. Order of screens: Nrf2 activator | A549 viability | EPAC2 ag | Akt phos inh | Mm-Cpn inhibitor | Nrf2 inh | TGFb SMAD3 inh | EPAC2 antag | CCT chaperon mod
# `CC(C)C(C)(C#N)NC(=O)CSc1nc2scc(-c3ccccc3)c2c(=O)[nH]1` (stereo not given) in the list: 0.0% | -5% | -5% | i | -2% | ? | -19% | 14% | -5.0
# `CN(C)S(=O)(=O)c1ccc(NC(=S)NC(=O)Cc2ccccc2)cc1` in the list: -0.5% | -14% | 16% | i | 0% | -2% | -6% | 6% | 1.1
# `CC(C)(C)CN1C(N)=NC[C@@H]1Cc1ccc(O)cc1` in the list: 0.1% | 3% | 2% | i | -2% | 11% | 4% | 9% | 0.2
# `Cc1nn(CC(=O)N(C)C)c(C)c1S(=O)(=O)N1CCOCC1` in the list: 0.2% | -3% | 13% | i | -1% | -7% | -1% | -2% | -1.4

# More compounds
SMILES,Nrf2 activator,A549 viability,EPAC2 ag,Akt phos inh,Mm-Cpn inhibitor,Nrf2 inh,TGFb SMAD3 inh,EPAC2 antag,CCT chaperon mod
CCCCC1=CC2=CC(=O)C(C)(OC(=O)CC)C(=O)C2=CN1Cc1ccccc1 (stereo not given),0.5%,-9%,1%,i,0%,2%,-12%,-15%,-0.1
COc1ccc2cc(S(=O)(=O)N3CCCCC3)ccc2c1S(=O)(=O)N1CCCCC1,0.1%,-10%,3%,i,-1%,16µM*,?,-13%,-1.3
CCCOc1ccccc1C1CC(=O)Nc2cc3c(cc21)OCCO3 (stereo not given),4.1%,?,16%,i,1%,21µM*,?,-16%,-1.5
CC1(C)CC(=O)C=C(Nc2ccc(F)c(Cl)c2)C1,0.2%,-1%,7%,i,-4%,2%,-13%,1%,-1.2
CCOC(=O)C1CCN(C(=O)Cn2ncc3c([nH]c4ccccc43)c2=O)CC1,-0.1%&-0.7%,1%&3%,2%,i,0%,-4%&-4%,-3%&14%,0%,1.7
Nc1nn2cc(-c3ccc(Br)cc3)nc2c2ccccc12,27%,15%,11%,i,-24%,?,?,-3%,0.7
COC(=O)c1c(C(=O)OC)c2cc(C)ccn2c1Cl,-0.8%,-5%,5%,i,-10%,-4%,-14%,-2%,2.0
CC1CCCCC1NC(=O)CSc1nnc(CN2CCOCC2)n1C (stereo not given),-0.7%,3%,-2%,i,1%,16%,-27%,4%,-0.8
COc1ccc(OC)c(C(=O)NC2CCCc3c2cnn3-c2cc(C)cc(C)c2)c1 (stereo not given),0.1%,/,9%,i,/,/,-11%,-18%,-1.5
COc1ccc2oc(=Nc3ccccc3)c(-c3nc4ccccc4[nH]3)cc2c1,19%,-1%,8%,i,-1%,?,112%[activator],6%,-1.7
C/C(=N/Nc1nc(C)cc(C)n1)c1ccc(Br)cc1,-0.9%[9.22 µM],1%,2%,i,1%,?,-18%,-3%,-2.3
COC1CCCN(Cc2c(C(=O)N3CCN(C4CCCCC4)CC3)nc3ccccn23)C1 (stereo not given),-0.3%,-4%,6%,i,-10%,17%,-3%,1%,-1.5
CCCN1Cc2cccc(C(=O)Nc3ccc4c(c3)OCCO4)c2C1=O,0.6%,-9%,4%,i,-2%,-7%,-15%,3%,-2.0
CCOC(=O)N1CCN(CC(O)c2ccc3cc[nH]c3c2)CC1 (stereo not given),0.2%,-13%,-5%,i,0%,8%,5%,-4%,0.4
COc1cccc(NC(=O)CN(C)C(=O)CC2CC3CCC2C3)c1 (stereo not given),0.0%,1%,7%,i,-4%,-4%,-9%,0%,0.5
O=S(=O)(c1ccc(NC(=S)NC2CCCC2)cc1)N1CCCC1,-0.1%,0%,7%,i,0%,-24%,-13%,-11%,0.0
COc1ccc(NC(=O)CSc2nnc(CCC(=O)O)c(=O)n2N)cc1,-1.1%,-2%,16%,i,-2%,-9%,-7%,1%[57.1 µM],-56*
O=C(NCc1ccncc1)c1cc(C(=O)C2CC2)c[nH]1,0.5%,0%,9%,i,0%,12%,0%,4%,-0.8
CCOc1cc(C(=O)Nc2cc(C)ccc2OC)ccc1OCC(=O)N1CCCCC1,-0.3%,-3%,-2%,i,-1%,?,-17%,-4%,1.4
COc1ccc2c(c1)CCc1cn3ncc(C#N)c3nc1-2,-0.5%,2%,0%,i,-1%,9%,-18%,17%,0.0
CSCCC(NC(=O)c1ccccc1Cl)C(=O)N1CCCCC1 (stereo not given),-0.9%,0%,11%,i,0%,?,-5%,12%,-5.7
